High-throughput results: PubChem BioAssay, National Center for Advancing Translational Sciences (NCATS)
PI5P4Ka inh: PI5P4K alpha (human) kinase inhibition | AID 652105 | PI5P4Kalpha enzyme, ADP-Glo luminescence, 60 min; hits give low values | max response, % | actives 1.2% (n = 330,000); active = max response of -50% or lower; inconclusive = between -30% and -50%; inactive = -30% or higher; also: value at the top dose of about 77 µM; % is scaled to controls: 0 for no effect and ±100 for the full control effect
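Luminescence from ADP-Glo served as readout of PI5P4Kalpha activity in a qHTS format. Reaction: enzyme, substrate, compound, ATP at 5 microM final, 60 min at RT.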
aSyn yeast inh: alpha-synuclein toxicity inhibition in yeast. Potency, µM (doses to about 46.1 µM), without a hit: at the top dose growth rescue (activation), hits mostly activators. actives 0.14% (n = 370,000). Yeast expressing alpha-synuclein, growth rescue, BacTiter-Glo, 24 h; also: potency is read from the fitted curve at half-maximal effect; % of control where 0% means no effect; nearly all actives have a fitted effect of over 65% in size
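Screening used galactose-induced yeast with toxic alpha-synuclein levels, exposed to compound for 24 hr at 30 deg C. Cell growth, read with BacTiter-Glo luminescence, gave the measured signal.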
IL-2 act: activates IL-2 in a cell-based reporter assay; IL-2 activation reporter assay, cell-based qHTS; stimulated with anti-CD3/CD4/CD28 beads; in transgenic mouse T cells; activation, % (series mostly up to about 46 µM); actives 0.065% (n = 360,000); AID 652025; in the data active = activation above about 50%; inconclusive = mostly about 30% to 49%; also: 0% is about no effect
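Unstimulated transgenic mouse T cells; 60-min compound exposure; bead-based TCR/CD4/CD28 stimulation; 18 h culture, 37 degrees C; dual fluorescence (EGFP, DsRed) plate cytometry.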
EPAC1 antagonist: EPAC1 (human) antagonism; EPAC1 GEF assay, Rap1b-BODIPY-GDP exchange fluorescence; Potency, µM (top dose mostly 115 µM), without a hit: top-dose activity change, negative = inhibition, actives largely listed as inhibitors; actives 0.14% (n = 360,000); AID 720709; O95398;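 also: potency is read from the fitted curve at half-maximal effect; plate controls were vehicle for no effect and positive control for full effect; nearly all actives have a fitted effect of over 50% in size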
FUS yeast rescue: rescues growth of FUS-expressing yeast; AID 1347120; actives 0.24% (n = 390,000); Potency, µM (doses to about 76.6 µM), for the others: at the highest dose growth rescue (activation), actives largely listed as activators; S. cerevisiae FUS-expressing, growth rescue, OD600, 24 h;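 also: potency is read from the fitted curve at half-maximal effect; plate controls were DMSO vehicle for no effect and reference control for full effect; nearly all actives have a fitted effect of over 55% in size; some results filed as inactive show a strong effect at the top dose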
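Steps: raffinose overnight preculture; dilution to OD 0.005 in 2% galactose minimal medium; compound addition (concentration series); 24hr at 30C, 99% humidity; absorbance read at 600 nm.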
WRN helicase inh: inhibitors of human WRN helicase | Potency, µM (doses to about 114 µM), without a hit: at the highest dose activity change, negative = inhibition, usual class: inhibitors | WRN helicase unwinding, fluorescent forked duplex, kinetic | actives 0.46% (n = 360,000) | Q14191 | AID 651768; also: potency is read from the fitted curve at half-maximal effect; % is scaled to controls: 0 for no effect and ±100 for the full control effect; nearly all actives have a fitted effect of over 55% in size
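Fluorescence dequenching readout, ex 525 nm/em 598 nm, kinetic mode: forked duplex DNA (100 nM final) with adjacent fluorophore and quencher unwound by WRN (20 nM final) with 2 mM ATP. Compound preincubation 15 min, room temperature.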
PLK1 PBD block: inhibitors of human PLK1 polo-box domain binding. Plk1 PBD binding of FITC phosphopeptide, fluorescence polarization. actives 2.8% (n = 360,000). Potency, µM, inactives show max response, negative = inhibition, hits mostly inhibitors; also: potency is read from the fitted curve at half-maximal effect; series mostly up to about 57 µM; % is scaled to controls: 0 for no effect and ±100 for the full control effect; nearly all actives have a fitted effect of over 65% in size
Target sequence (P53350 whole entry, looked up, the tested form may be a part): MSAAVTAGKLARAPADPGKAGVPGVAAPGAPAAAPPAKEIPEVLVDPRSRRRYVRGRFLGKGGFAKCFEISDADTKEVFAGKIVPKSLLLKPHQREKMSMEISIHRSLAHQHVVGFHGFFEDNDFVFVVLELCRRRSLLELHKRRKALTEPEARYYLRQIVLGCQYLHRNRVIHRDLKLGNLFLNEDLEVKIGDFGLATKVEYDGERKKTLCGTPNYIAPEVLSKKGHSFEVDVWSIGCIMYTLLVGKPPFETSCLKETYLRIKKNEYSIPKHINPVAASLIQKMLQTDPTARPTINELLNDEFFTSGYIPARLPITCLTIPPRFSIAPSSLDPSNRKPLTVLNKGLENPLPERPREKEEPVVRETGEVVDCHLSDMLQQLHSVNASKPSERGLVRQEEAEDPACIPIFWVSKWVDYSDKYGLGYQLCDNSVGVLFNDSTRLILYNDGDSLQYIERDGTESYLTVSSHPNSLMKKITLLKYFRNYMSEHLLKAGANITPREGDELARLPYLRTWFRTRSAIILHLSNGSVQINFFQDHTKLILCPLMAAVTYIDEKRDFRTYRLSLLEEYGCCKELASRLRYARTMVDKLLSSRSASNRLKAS
EPAC1 agonist: EPAC1 (human) agonism; O95398; EPAC1 agonist qHTS, biochemical assay; response scale: 100% = response to 6.5 mM cAMP; Potency, µM (top dose mostly 154 µM), without a hit: top-dose activation, hits mostly activators; actives 0.073% (n = 360,000); AID 720707; also: potency is read from the fitted curve at half-maximal effect; nearly all actives have a fitted effect of over 60% in size
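Fluorescent GDP-exchange assay: 100 nM EPAC1 with 250 nM Rap1B preloaded with BODIPY-GDP and 50 uM GDP; compounds tested as concentration series, 5 min at room temperature, then read every 5 min for 30 min (ex 480/em 540 nm); normalized to 6.5 mM cAMP.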
Abeta rescue: A-beta toxicity reversal in yeast; yeast expressing A-beta42, growth rescue, OD600, 48 h; response scale: 0% DMSO, 100% iron-clioquinol control; Potency, µM (doses to about 46.1 µM), inactives show at the highest dose growth rescue, usual class: activators; actives 0.063% (n = 410,000); also: potency is read from the fitted curve at half-maximal effect; nearly all actives have a fitted effect of over 55% in size
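Growth rescue measured by 600 nm absorbance after 48 h yeast culture at 30 C with compound. Values normalized between DMSO and an equimolar ferric chloride plus clioquinol control.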
The depositor's hits bear a star; ? = inconclusive; nt = not tested or not shown; & = joins results of further samples; [ ] = remark or other dose. Unless noted, calls follow the shape of the dose curve; as a rule, active = well fitted curve in the direction sought with a large enough effect; inconclusive = small, poorly fitted or top-dose-only effect, or another doubt; inactive = no such curve, though single readings can be large; an effect the other way counts as inactive or inconclusive. Compounds were not picked by outcome; any-hit rate near 4.1%.

no.	Molecule	FUS yeast rescue	IL-2 act	PLK1 PBD block	aSyn yeast inh	Abeta rescue	EPAC1 agonist	WRN helicase inh	EPAC1 antagonist	PI5P4Ka inh
1	Cc1ccc2ccccc2c1Cn1c(-n2ccnc2)nc2c1c(=O)n(C)c(=O)n2C	13%	2.1	-1%	12%	-5%	12%	-4%	-14%	7
2	O=C(CSc1nc2ccccc2s1)c1cc2ccccc2o1	17%	1.9	6%	-1%	-28%	28%	?	-4%	nt
3	Cc1ccc(-n2cccn2)c(CN2CCCC(C(=O)c3sccc3C)C2)c1 (configuration not stated)	5%	-1.3	1%	4%	-6%	3%	-12%	-20%	7
4	CC(O)CNc1nc2c(c(=O)n(Cc3cccc(Cl)c3)c(=O)n2C)n1C (configuration not stated)	-9%	-0.5	2%	0%	-7%	6%	3%	-23%	7
5	Cc1ccccc1CS(=O)(=O)CCC(=O)N1CCN(c2ccc(N3CCOCC3)nn2)CC1	12%	1.2	-4%	-5%	5%	10%	8%	-3%	nt
6	CCn1c(=O)c(=O)[nH]c2cc(C(=O)NCc3ccc(F)cc3)ccc21	6%	2.2	-1%	0%	-3%	0%	-27%	-4%	-8
7	COc1c(Cl)cc(-c2noc(C)c2C(=O)NCCc2ccc(C)cc2)cc1Cl	-3%	0.6	-1%	1%	-2%	1%	-14%	-25%	14
8	Cc1nn(C)c(C)c1NC(=O)CC12CC3CC(CC(C3)C1)C2	-20%	-2.2	-4%	-2%	12%	9%	0%	-26%	4
9	O=C1c2ccccc2C(=O)N1c1ncc(Cc2ccc(Cl)cc2)s1	8%	-1.5	-18%	10%	0%	3%	-20%	-29%	-18
10	CCN(C(=O)c1c(-c2ccccc2Cl)noc1C)C1CCCCC1	6%	-1.1	1%	11%	2%	-4%	-3%	-12%	-5
11	Cc1ccc(F)cc1NC(=O)COC(=O)COc1ccc(C#N)cc1	40%	-2.0	-10%	-8%	29%	6%	-5%	3%	-10
12	CCOc1cc(/C=N/NC(=O)c2cccnc2)cc(Br)c1OCC(N)=O	23%	0.8	-7%	2%	3%	-8%	7%	3%	-2
13	Cc1n[nH]c(C)c1-c1nc2ccccc2[nH]1	-10%	-0.1	0%	-1%	-1%	-6%	-9%[57.1 µM]	-6%	2
14	O=C(Nc1ccc(Cl)c(Cl)c1)Oc1ccc(NC(=O)c2ccco2)cc1	16%	-0.8	?	-48%[inhibitor]	-93%[inhibitor]	-7%	1%[57.1 µM]	-4%	-27
15	Cc1noc(C)c1COc1ccc(C(=O)NNC(=O)c2ccccc2F)cc1	6%	0.1	-8%	-4%[1.84 µM]	-11%	7%	-2%	15%	1

Further records follow:
no.	Molecule	FUS yeast rescue	IL-2 act	PLK1 PBD block	aSyn yeast inh	Abeta rescue	EPAC1 agonist	WRN helicase inh	EPAC1 antagonist	PI5P4Ka inh
16	COc1cccc(NC(=S)NCc2cccnc2)c1	-16%	0.9	-6%	1%	8%	12%	-3%	-18%	7
17	N#CC(CC(=O)OCc1ccccc1)NC(=O)OCc1ccccc1 (configuration not stated)	-4%	-2.5	9%	16%	2%	-7%	5%	18%	4
18	Cn1ccnc1CC(C)(O)c1ccccc1 (configuration not stated)	-16%	0.2	5%	-1%	-13%	-8%	4%	15%	-17
19	CCOC(=O)N1CCN(C(=O)c2cc3cc(C)ccc3[nH]2)CC1	9%	1.3	-4%	1%	-6%	-5%	2%	3%	3
20	NCCNc1cc(N2CCCC2)ccc1[N+](=O)[O-]	1%	-3.6	-13%	0%	0%	-12%	-4%	-27%	-4
21	OCCOCCOCCn1c2ccccc2c2ccccc21	4%	-1.4	-4%	16%	?	-4%	-5%	-6%	3
22	CCN(CC(=O)Nc1c(F)cccc1F)C(=O)CCCOc1ccccc1	-2%	-2.5	-14%	-2%	-1%	1%	10%	-4%	-1
23	COc1ccc2[nH]c3c(NCc4ccco4)ncnc3c2c1	37%	1.7	-2%	0%&-2%	-10%	-1%	-34%	-1%	nt
24	N#Cc1cnn2c(-c3cccc([N+](=O)[O-])c3)ccnc12	14%	-0.3	3%	5%	8%	-4%	-3%	-8%	-1
25	OCC1CCCN1C(=S)Nc1ccccc1 (configuration not stated)	-2%	1.1	-4%	6%	1%	9%	-5%	-9%	nt
26	O=C(Nc1cccc(S(=O)(=O)N2CCOCC2)c1)c1ccc2ccccc2n1	-1%	-0.5	-12%	-12%	-2%	7%	4%	-7%	-6
27	Cc1ccc(NC(=O)c2cccc(S(=O)(=O)Nc3c(C)n(C)n(-c4ccccc4)c3=O)c2)cc1C	12%	0.9	3%	8%[1.84 µM]	-2%	-3%	3%	4%	0
28	CN(C)S(=O)(=O)c1ccc(Cl)c(NC(=O)CN2CCc3ccccc3C2)c1	12%	0.3	-4%	-1%	11%	10%	-3%	-14%	3

Screen by screen, from the results shown:
WRN helicase inh, nos. 17 to 28 → 5%, 4%, 2%, -4%, -5%, 10%, -34%, -3%, -5%, 4%, 3%, -3%
FUS yeast rescue, nos. 17 to 28 → -4%, -16%, 9%, 1%, 4%, -2%, 37%, 14%, -2%, -1%, 12%, 12%

Seven compounds drawn at random from those above:
no.	Molecule	FUS yeast rescue	IL-2 act	PLK1 PBD block	aSyn yeast inh	Abeta rescue	EPAC1 agonist	WRN helicase inh	EPAC1 antagonist	PI5P4Ka inh
16	COc1cccc(NC(=S)NCc2cccnc2)c1	-16%	0.9	-6%	1%	8%	12%	-3%	-18%	7
22	CCN(CC(=O)Nc1c(F)cccc1F)C(=O)CCCOc1ccccc1	-2%	-2.5	-14%	-2%	-1%	1%	10%	-4%	-1
18	Cn1ccnc1CC(C)(O)c1ccccc1 (configuration not stated)	-16%	0.2	5%	-1%	-13%	-8%	4%	15%	-17
25	OCC1CCCN1C(=S)Nc1ccccc1 (configuration not stated)	-2%	1.1	-4%	6%	1%	9%	-5%	-9%	nt
17	N#CC(CC(=O)OCc1ccccc1)NC(=O)OCc1ccccc1 (configuration not stated)	-4%	-2.5	9%	16%	2%	-7%	5%	18%	4
28	CN(C)S(=O)(=O)c1ccc(Cl)c(NC(=O)CN2CCc3ccccc3C2)c1	12%	0.3	-4%	-1%	11%	10%	-3%	-14%	3
26	O=C(Nc1cccc(S(=O)(=O)N2CCOCC2)c1)c1ccc2ccccc2n1	-1%	-0.5	-12%	-12%	-2%	7%	4%	-7%	-6

Only EPAC1 antagonist and Abeta rescue, for some of the entries so far:
| nr | SMILES | EPAC1 antagonist | Abeta rescue |
| --- | --- | --- | --- |
| 23 | COc1ccc2[nH]c3c(NCc4ccco4)ncnc3c2c1 | -1% | -10% |
| 24 | N#Cc1cnn2c(-c3cccc([N+](=O)[O-])c3)ccnc12 | -8% | 8% |
